# Source: PubChem (several laboratories)
# Thrombin inh: human alpha-thrombin inhibitors, primary screen, counter-screen for coagulation protease inhibitor project, biochemical, 1536-well, fluorogenic AMC substrate | inhibition, % at 5 µM | Prothrombin (Homo sapiens), P00734 | Boc-VPR-AMC fluorogenic substrate cleavage | 220,000 tested, 0.26% active;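 active = inhibition at or above 40%; inactive = inhibition below 40%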;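 note: 0% = enzyme with no compound and 100% = wells without enzyme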
#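 System – human alpha-thrombin protein · Reagent – Boc-VPR-AMC substrate, 15 µM final · Compound – 5 µM single dose in 0.2% DMSO · Schedule – reaction at room temperature · Technique – AMC fluorescence at 355 nm excitation and 460 nm emission · Read-out basis – % inhibition relative to enzyme controls and enzyme-free blanks · Control set – no-compound enzyme wells and no-enzyme blanks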
# Furin inh: human furin inhibitors, primary screen, biochemical, fluorescence intensity; 220,000 tested, 0.061% active; AID 463115, 2010; inhibition, % at 30 µM; purified furin, fluorogenic substrate cleavage; in the data active = inhibition above about 25%; note: inactives centre near -15
# 14-3-3 Bad PPI: inhibitors of 14-3-3 zeta/Bad binding, primary screen, biochemical, TR-FRET, bovine 14-3-3 zeta; 220,000 tested, 0.71% active; 14-3-3 protein zeta/delta (Bos taurus), P63103; TR-FRET 14-3-3zeta/Dy647-pBad peptide displacement, 1 h; inhibition, % at 21.7 µM;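 active = inhibition above about 70%, limit read from the data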;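 note: 0% = full 14-3-3 plus peptide FRET controls and 100% = background without 14-3-3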
# Rad51 HR inh: human RAD51 strand exchange inhibitors, primary screen, biochemical, fluorescence | hRad51 DNA strand exchange, fluorescence dequenching | inhibition, % at 10 µM | 200,000 tested, 0.085% active;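 active = inhibition above 40% at the single screening dose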;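 note: 0% = DMSO control wells and 100% = blanks with heterologous ssDNA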
#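 Material: Human Rad51 nucleoprotein filaments preassembled on unlabelled ssDNA | Also added: Labelled 47-mer dsDNA for strand exchange | Dosing: Single dose, 10 µM final compound | Schedule: 30-min compound preincubation and 15-min exchange, both room temperature | Technique: Fluorescence dequenching at 485/520 nm | Measure: Percent inhibition relative to plate controls and blanks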
# eIF4E 4G PPI: eIF4E–eIF4G protein interaction inhibitors, primary screen, biochemical, uHTS, TR-FRET, eIF4GI fragment | TR-FRET eIF4E-eIF4GI(517-606) binding, 2 h | inhibition, % at 21.7 µM | 220,000 tested, 0.37% active;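 note: 0% = full FRET control wells and 100% = background wells lacking eIF4GI fragment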
# Cl transport mod: KCC2 cotransporter modulators, thallium flux, primary screen, cell-based, HEK293 KCC2, FluoZin-2 fluorescence, MLSMR. Solute carrier family 12 member 5 (Homo sapiens), Q9H2X9. KCC2 cells, thallium flux FluoZin-2 fluorescence. B-score of Tl+ flux slope (higher = more flux/activation; lower = inhibition) at 10 µM. 190,000 tested, 2.2% active;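 active = thallium flux slope and its plate-corrected score both differing from the plate sample mean at a set confidence after two filtering rounds, in either direction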;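 note: slope of fluorescence scaled to starting intensity during 10 to 20 s after thallium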
# Target sequence (Q9H2X9 whole entry, looked up): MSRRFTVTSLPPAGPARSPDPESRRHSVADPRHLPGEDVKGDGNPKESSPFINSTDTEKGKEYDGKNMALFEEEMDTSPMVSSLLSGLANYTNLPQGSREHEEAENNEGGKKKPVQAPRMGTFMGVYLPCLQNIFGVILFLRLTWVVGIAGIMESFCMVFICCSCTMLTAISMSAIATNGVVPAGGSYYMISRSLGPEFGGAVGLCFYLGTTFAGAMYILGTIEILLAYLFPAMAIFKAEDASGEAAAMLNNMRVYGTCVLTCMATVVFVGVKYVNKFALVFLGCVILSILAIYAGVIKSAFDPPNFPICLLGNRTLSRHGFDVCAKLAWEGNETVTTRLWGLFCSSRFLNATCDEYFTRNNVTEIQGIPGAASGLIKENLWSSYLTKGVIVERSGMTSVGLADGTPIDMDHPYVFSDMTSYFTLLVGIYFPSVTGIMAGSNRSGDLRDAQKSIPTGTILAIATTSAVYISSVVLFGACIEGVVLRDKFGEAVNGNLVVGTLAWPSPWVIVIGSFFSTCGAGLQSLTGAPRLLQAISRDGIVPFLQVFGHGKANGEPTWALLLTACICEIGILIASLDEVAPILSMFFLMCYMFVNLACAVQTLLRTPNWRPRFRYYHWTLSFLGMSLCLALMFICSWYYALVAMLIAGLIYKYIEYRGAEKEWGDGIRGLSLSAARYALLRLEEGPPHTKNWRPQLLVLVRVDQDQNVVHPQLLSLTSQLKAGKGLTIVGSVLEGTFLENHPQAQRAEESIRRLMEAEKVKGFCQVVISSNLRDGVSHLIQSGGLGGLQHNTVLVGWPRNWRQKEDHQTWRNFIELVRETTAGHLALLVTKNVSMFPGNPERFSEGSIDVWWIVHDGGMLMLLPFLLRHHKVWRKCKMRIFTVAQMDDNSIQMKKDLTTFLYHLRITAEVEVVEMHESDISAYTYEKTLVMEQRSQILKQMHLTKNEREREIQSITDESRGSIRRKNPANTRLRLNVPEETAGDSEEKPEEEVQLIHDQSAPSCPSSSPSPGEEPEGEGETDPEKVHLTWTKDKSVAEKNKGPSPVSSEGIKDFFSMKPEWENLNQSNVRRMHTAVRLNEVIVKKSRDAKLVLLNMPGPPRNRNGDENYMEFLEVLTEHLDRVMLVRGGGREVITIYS
# KLK5 inh: human KLK5 protease inhibitors, primary screen, biochemical, 1536-well. inhibition, % at 5 µM. 210,000 tested, 0.59% active. Kallikrein-5 (Homo sapiens), Q9Y337. recombinant hK5, fluorogenic AMC substrate cleavage. AID 873, 2007;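 active = inhibition of 40% or more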;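 note: 0% = enzyme controls without compound and 100% = no-enzyme blanks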
# NCF1 inh: p47phox/p22phox peptide binding inhibitors, primary screen, biochemical, uHTS, NADPH oxidase regulatory subunit; fluorescence polarization, 2 h; inhibition, % at 24.7 µM; 220,000 tested, 0.53% active; AID 1274, 2008;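 note: 0% = p47phox with labelled peptide and 100% = labelled peptide alone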
# EBV gp42 inh: Epstein-Barr virus gp42 inhibitors, primary screen, biochemical, uHTS, fluorescence polarization; Glycoprotein 42 (Epstein-Barr virus (strain AG876)), Q1HVG2; 220,000 tested, 0.42% active; inhibition, % (tested at 21.74 µM); Fluorescence polarization binding assay, mP read-out; in the data active = inhibition above about 50%
# * marks the source's active call; other numbers are inactive results; . = no result given; [ ] = remark or other dose.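 Rule for the calls, unless noted: active = inhibition above about 30% (limit read from the data); inactive = the rest.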 Compounds were not picked by outcome; any-hit rate near 4.7%.
SMILES,Thrombin inh,Furin inh,14-3-3 Bad PPI,Rad51 HR inh,eIF4E 4G PPI,Cl transport mod,KLK5 inh,NCF1 inh,EBV gp42 inh
CCOC(=O)C(O)(CC(=O)c1ccc(OC)cc1)C(F)(F)F (stereo not drawn),15.9,-19.6[20 µM],-3.0,-16.6,-4.5,0.612,37.5,3.4,-11.9
O=C(C1CCCCN1S(=O)(=O)c1ccccc1[N+](=O)[O-])N1CCOCC1 (stereo not drawn),-21.7,-26.8,-1.1,-2.8,-0.6,1.61,-2.2,-2.6,-0.8
Cn1ccnc1SCC(=O)Nc1cccc(C(F)(F)F)c1,-6.1,-22.1,7.5[fluorescence artefact?],1.8,-1.4,0.277,-2.1,-9.3,-16.7
C=CCNC(=S)N1CC2(C)CN(C(=S)NCC=C)CC(C)(C1)C2=O,1.1,-18.4,-10.9,4.4,-0.1,1.38,-1.4,-4.0,-12.7
COc1cccc(C(=O)N2CCN(C(=O)c3cccc4ccccc34)CC2)c1OC,-0.7,0.3,-0.7[fluorescence artefact?],.,1.2,0.384,-12.2,1.6,-2.2
Cc1nc2ccc(NC(=O)N3CCN(c4ccccn4)CC3)cc2s1,-2.2,-14.2[20 µM],4.9,12.9,7.8,.,0.1,-8.6,-1.4
CC1CCCCN1C(=O)Cc1ccc(F)cc1 (stereo not drawn),-1.9,-16.4[20 µM],6.3,-10.1,-0.8,0.638,2.8,-5.1,-15.6
O=C(c1cccc(S(=O)(=O)Nc2cccc(C(F)(F)F)c2)c1)N1CCOCC1,-2.5,-17.6,-0.9,10.9,0.0,0.887,1.4,-9.9,-0.5
COC(=O)c1[nH]c2ccc(Br)cc2c1NC(=O)C(C)N1CCN(C2CCCCC2)CC1 (stereo not drawn),0.8,-27.5,-4.2,1.7,2.7,0.0359,-17.4,-22.9,-6.6
O=C(c1cccn2c(=O)c3cc(Br)ccc3nc12)N1CCN(c2ccccn2)CC1,-0.2,-8.4,-10.0,-5.9,7.0,-0.177,0.5,-3.9,-14.7

# Complete entries, quoted from the list. Screens in order: Thrombin inh	Furin inh	14-3-3 Bad PPI	Rad51 HR inh	eIF4E 4G PPI	Cl transport mod	KLK5 inh	NCF1 inh	EBV gp42 inh
# `O=C(c1cccn2c(=O)c3cc(Br)ccc3nc12)N1CCN(c2ccccn2)CC1` is entered as -0.2	-8.4	-10.0	-5.9	7.0	-0.177	0.5	-3.9	-14.7
# `COC(=O)c1[nH]c2ccc(Br)cc2c1NC(=O)C(C)N1CCN(C2CCCCC2)CC1` (stereo not drawn) is entered as 0.8	-27.5	-4.2	1.7	2.7	0.0359	-17.4	-22.9	-6.6
# `O=C(c1cccc(S(=O)(=O)Nc2cccc(C(F)(F)F)c2)c1)N1CCOCC1` is entered as -2.5	-17.6	-0.9	10.9	0.0	0.887	1.4	-9.9	-0.5
# `O=C(C1CCCCN1S(=O)(=O)c1ccccc1[N+](=O)[O-])N1CCOCC1` (stereo not drawn) is entered as -21.7	-26.8	-1.1	-2.8	-0.6	1.61	-2.2	-2.6	-0.8

# New compounds follow
SMILES,Thrombin inh,Furin inh,14-3-3 Bad PPI,Rad51 HR inh,eIF4E 4G PPI,Cl transport mod,KLK5 inh,NCF1 inh,EBV gp42 inh
Cc1ccc(CNC(=O)CCS(=O)(=O)c2ccc(Cl)cc2)cc1,5.0,-14.3,6.5,2.0,-5.1,-0.133,0.0,-10.0,-32.0
Cc1cc(C)n(C(=O)CSc2nc3ccccc3o2)n1,2.9,-13.0,5.5,-2.0,-0.8,0.354,-26.1,-10.9,-12.3
CC1=CC(C)[C@H](/C=N/n2c(=O)[nH]c3c([nH]c4ccc(Br)cc43)c2=O)C(C)C1 (stereo partly drawn),4.1,-30.9,-11.9,21.8,-1.9,-0.16,-6.8,-8.6,-5.3
CCN1C(=O)CC(N2CCN(c3ccc(OC)cc3)CC2)C1=O (stereo not drawn),1.8,-5.2,-17.2[fluorescence artefact?],-0.7,3.2,.,-5.6,-13.2,-6.0
Cc1cccc(NC(=O)c2cc(-c3ccc(C)s3)nc3ccccc23)n1,-3.6,-13.4,-21.8,2.4,1.3,0.787,-19.9,-32.4,12.2
CCCOc1ccc(-c2nc(C#N)c(NCC3CCCO3)o2)cc1 (stereo not drawn),-1.1,-19.0[20 µM],-0.6,2.5,-0.4,.,2.9,-17.8,-13.3
O=S(=O)(NCc1ccc2c(c1)OCO2)c1ccc2c(c1)oc1ccccc12,-2.8,-26.9[20 µM],5.5,2.5,4.8,-0.27,-0.8,-12.4,-2.2
CC1(c2nnc(-c3ccc(F)cc3)o2)CC(c2ccc(F)cc2)=NO1 (stereo not drawn),1.7,-14.2,0.7,-4.5,-0.2,1.49,-0.7,2.1,-20.9
COc1ccccc1-n1cnnc1SCC(=O)N1CCN(S(=O)(=O)c2ccccc2)CC1,3.7,-26.2,12.1,-4.3,2.8,0.405,-7.6,-7.6,-10.1
CCN1CCN(c2nc(Nc3ccccc3)nc(N)c2[N+](=O)[O-])CC1,-15.9,-3.2,3.0,4.5,-2.4,0.294,-2.2,-4.8,-3.8
CC(c1ccccc1)n1cc(C(=O)NCC2CCCO2)nn1 (stereo not drawn),-4.1,-4.6[20 µM],-2.7,0.6,0.9,0,13.0,-1.9,-14.7
Cc1cc(C)cc(NC(=O)CCn2cnc3cc(C)c(C)cc32)c1,-15.0,-14.5,11.6,-8.1,-0.8,-1.07,-3.7,2.8,0.5
CCCN1C(=O)c2ccc(C(=O)NC3=NCCS3)cc2C1=O,4.9,-7.6[20 µM],1.5,1.0,-25.0,-0.528,-2.9,-13.5,-16.7
Cc1cccc(OCC(=O)Nc2ccc(N3CCN(C(=O)c4ccco4)CC3)cc2)c1C,-14.5,-21.3,-6.7,9.2,-3.2,-0.141,-1.9,-2.9,-8.0
CCN(CC)C(=O)CSc1nnc([C@H](Cc2c[nH]c3ccccc23)NC(=O)OC(C)(C)C)o1,1.7,-26.3,2.9,2.0,4.0,.,-10.2,-4.7,-15.0
N#CC1=C(N)Oc2ccc3ccc(O)cc3c2C1c1cccnc1 (stereo not drawn),-5.0,-17.5[20 µM],-8.5,-1.5,-6.4,-0.376,-5.3,-18.0,-5.4
CCCCc1c(O)nc2sccn2c1=O,-2.0,-11.0,-37.7,0.4,-2.5,-0.198,-18.6,-8.1,0.4
COc1cc2c(cc1NC(=O)COC(=O)C(CCSC)NC(=O)c1ccccc1Cl)oc1ccccc12 (stereo not drawn),-12.3,-4.4,-9.7,8.5,-1.4[fluorescence artefact?],0.288,-19.6,-14.4,-14.4
Cc1ccc2oc(=S)n(C)c2c1,0.3,-9.8,4.2[fluorescence artefact?],.,0.7,-0.0146,0.0,-3.4,-20.4
Nc1ccc(C(O)(C(F)(F)F)C(F)(F)F)cc1,2.4,-24.8[20 µM],-3.6[fluorescence artefact?],-0.6,-7.9,-0.579,-2.5,2.3,3.4
Cc1ccc(C(=O)N2CCC(C)CC2)cc1C,-1.5,-19.3[20 µM],-1.0[fluorescence artefact?],-5.2,-2.6[fluorescence artefact?],.,-9.3,0.9,-10.2
O=c1ccnc(SCc2ccccc2Cl)[nH]1,-7.4,-15.4[20 µM],-4.6,0.9,6.3,.,23.5,3.8,-5.8
CCC(C)C(NC(=O)C1CCC(C)CC1)C(=O)NC(CCSC)C(=O)OC (stereo not drawn),4.0,-18.5[20 µM],0.9,2.4,-1.7,.,-0.3,-6.4,-26.2
Cc1cccc(Cc2cnc(NC(=O)CN3C(=O)/C(=C/c4ccccc4)SC3=S)s2)c1,1.1,3.1[20 µM],20.4,.,-9.0,-1.1,-1.3,-30.4,-8.9
Cc1[nH]c2ccccc2c1CCN(Cc1cccs1)C(=S)Nc1ccccc1,-8.6,-6.6,-13.4,2.5,-3.0,0.191,-2.5,0.1,-6.7
CCc1c(-c2ccccc2)nc2nc(C)c(C)nn12,-0.9,-20.6,0.3,-7.7,-2.0,.,-5.6,-14.6,35.1
FC(F)(F)c1cccc(Cn2c3[n+](c4ccc(C(F)(F)F)cc42)CCCCC3)c1,-1.7,-31.7,-5.8,6.4,1.2,-0.0328,-3.0,-3.7,-25.0
C=CC[n+]1c(C)csc1Nc1ccc(C)cc1,-2.4,-4.7,-2.7,-11.3,0.7,.,-0.1,-7.0,-16.2
CCNC(=S)N/N=C/c1cccc(OCc2c(F)cccc2Cl)c1,-8.1,-10.1,4.3,1.4,8.0[fluorescence artefact?],0.589,-6.9,-5.2,4.5
Cc1sc2c(c1C)CN(C1CC(C)(C)NC(C)(C)C1)CN2C(=O)c1ccco1,24.9,-16.9[20 µM],-5.6,.,-2.1,0.25,-22.3,-9.8,-2.2
CC(=O)c1ccc(OCCCC(=O)OCc2nnc(-c3ccc(Cl)cc3)o2)cc1,-3.6,-17.2,11.8[fluorescence artefact?],-2.1,1.1,.,-33.0,-7.4,-5.6
O=C(N/N=C/c1ccccc1Cl)c1ccc(F)cc1,-3.8,-21.9[20 µM],0.8,.,3.3,-0.382,-12.2,-11.5,-10.3
Cc1cc(C)nc(SCCn2c(N3CC(C)OC(C)C3)nc3c2c(=O)n(C)c(=O)n3C)n1 (stereo not drawn),0.3,-13.2,-10.6,.,3.7,.,17.5,-2.7,-4.5
CCCCSc1nc(C)[nH]c1[N+](=O)[O-],-6.5,-22.4[20 µM],-21.2[fluorescence artefact?],6.2,-10.9,-0.014,-15.5,-8.1,-12.5
CCCCn1c(NC(C)=O)c(C#N)c2nc3ccccc3nc21,-8.3,-53.8,15.1,6.5,3.8,-0.585,-146.7,-23.2,-18.1
CCOC(=O)c1c(C)nc2sc3c(=O)n(-c4ccc(C)cc4)cnc3c2c1-c1ccc(OC)cc1,1.3,-20.0[20 µM],-4.1[fluorescence artefact?],-1.3,-3.1[fluorescence artefact?],.,-5.1,-17.5,-1.8
O=C(NC1CCCCC1)/C(=N\O)c1ccccn1,0.7,-18.3,-0.1,-9.1,-2.9,.,8.4,-7.6,-6.0
C#CC[N+]1(CC#Cc2ccccc2)CCOCC1,1.3,-12.5[20 µM],-1.7[fluorescence artefact?],-2.7,-10.2,0.0244,-3.5,-10.2,-16.3
N/C(=N\OS(=O)(=O)c1ccc(Cl)cc1)c1ccccn1,1.3,-34.0,10.1,-0.4,1.4,0.0901,-15.0,-8.6,-2.6
Cc1nnsc1C(=O)NNc1ccc(C(C)C)cc1,-6.0,-11.5,-6.2,-4.4,-5.2,1.09,-6.7,-23.1,-5.3
CC(C)CCNC(=S)Nc1ccc([N+](=O)[O-])cc1,-1.8,-13.3,2.1[fluorescence artefact?],.,7.3[fluorescence artefact?],-2.37,-21.0,-20.5,-14.7
CC1CCCCN1CCNS(=O)(=O)c1ccc2c(c1)oc(=O)n2C (stereo not drawn),-2.0,-28.3[20 µM],-6.4,-3.8,-10.4,-0.0872,-11.5,-1.9,-17.5
